High-throughput results as filed in PubChem.
PG9 Ab binder = PG9 antibody binding by small molecule | TR-FRET gp120-PG9 antibody binding | inhibition, % at 6.7 µM | hit rate 0.43% among 360,000 | AID 624416; in the data active = inhibition above about 8.5%
LEDGF integ inh = blocks HIV-1 LEDGF/p75-dependent DNA integration; hit rate 0.64% among 370,000; inhibition, % at 3.7 µM; TR-FRET IN-LEDGF/p75 DNA integration, Eu/Cy5;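 active = inhibition above the screen-wide mean plus 3 SD, cut at about 13% in these data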;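 note: signal is the Cy5 over europium emission ratio at 671 and 618 nm; 0% = plate median of compound wells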
PRMT1 FP inh = inhibitors of human PRMT1; Q99873; inhibition, % at 2.79 µM; AID 652257; recombinant PRMT1, activity-based probe fluorescence polarization; hit rate 1.3% among 370,000;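 active = inhibition above about 21% made by adding two undisclosed values, limit read from the data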
HTRA1 inh = HTRA1 (human) protease inhibition; hit rate 0.5% among 340,000; recombinant HTRA1, FP-rhodamine activity-based probe, fluorescence polarization; inhibition, % at 5.96 µM; Q92743; in the data active = inhibition above about 36%;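 note: 0% = enzyme with DMSO and 100% = wells lacking enzyme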
Target sequence (Q92743 whole entry, looked up): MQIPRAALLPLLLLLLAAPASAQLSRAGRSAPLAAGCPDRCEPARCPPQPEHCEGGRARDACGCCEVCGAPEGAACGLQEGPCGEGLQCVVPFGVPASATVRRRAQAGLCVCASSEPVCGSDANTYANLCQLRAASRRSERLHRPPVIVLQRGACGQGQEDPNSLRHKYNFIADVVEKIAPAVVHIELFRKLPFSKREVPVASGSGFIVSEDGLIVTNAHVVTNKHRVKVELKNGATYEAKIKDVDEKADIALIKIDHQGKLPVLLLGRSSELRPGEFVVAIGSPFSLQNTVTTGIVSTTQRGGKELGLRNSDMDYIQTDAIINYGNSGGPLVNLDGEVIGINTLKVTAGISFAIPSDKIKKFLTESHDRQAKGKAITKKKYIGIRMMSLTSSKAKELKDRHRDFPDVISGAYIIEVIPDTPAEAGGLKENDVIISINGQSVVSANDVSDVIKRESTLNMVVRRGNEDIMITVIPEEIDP
NR1D1 modulator = modulators of human Rev-erb alpha DNA binding | P20393 | Rev-erbα–FITC-DNA binding, fluorescence polarization, 90 min | activity, % at 10 µM | hit rate 0.79% among 370,000 | AID 1259318;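 active = activity above about 14%, limit read from the data; passing the limit was not always enough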;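 note: 0% = DMSO wells with 35 nM protein and 100% = DMSO wells with 750 nM protein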
rCAG RNA binder = binds r(CAG) RNA repeats; r(CAG) RNA repeat, TO-PRO-1 dye displacement fluorescence; inhibition, % at 3 µM; hit rate 1.3% among 370,000;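 active = inhibition above the plate cutoff, the mean of all test compounds on that plate plus 3 SD, cut at about 35% in these data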;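 note: 0% = DMSO alone and 100% = 100 µM mitoxantrone as full dye displacement; higher means more dye released from RNA so lower well fluorescence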
TCR CD3 inh = blocks the human TCR-CD3 interaction; TAMRA-labeled TCR probe fluorescence, biochemical; inhibition, % at 9.4 µM; hit rate 0.37% among 360,000; AID 651800; in the data active = inhibition above about 19%;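 note: recombinant mutant TCR 2C K166C tagged with TAMRA read by polarization; 0% = receptor in buffer alone and 100% = receptor with positive control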
UHRF1 MBD2 ctr = blocks human UHRF1 binding to methylated DNA. hit rate 0.75% among 370,000. UHRF1 binding to methylated oligo, TR-FRET. inhibition, % at 4.4 µM. AID 687016; in the data active = inhibition above about 21%;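 note: UHRF1 SRA domain binding a hemimethylated CpG hairpin DNA probe; 0% = median of test compound wells and 100% = reference inhibitor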
ABHD4 inh = ABHD4 (mouse) inhibition, primary FP screen. Q8VD66. hit rate 0.54% among 370,000. purified mABHD4, FP-Rh probe fluorescence polarization. inhibition, % at 8.92 µM;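 active = inhibition exceeding the mean over every tested compound plus 3 SD, cut at about 30% in these data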;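 note: 0% = plate median of compound wells and 100% = S159A mutant with DMSO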
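Test system: mABHD4 protein | Buffer or medium: HEPES pH 7.0 buffer, 150 mM NaCl, 0.01% Pluronic F-127 | Probe or stimulus: FP-Rh fluorescent activity-based probe, added after compound pre-incubation | Timing: Pre-incubation 45 min, probe exposure 60 min, at 25 °C | Technique: Fluorescence polarization, excitation 525 nm, emission 598 nm, BODIPY TMR filters | Repeats: Single well per compound (singlicate)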
MBD2 DNA inh = MBD2-methylated oligo binding inhibition | inhibition, % at 4.4 µM | hit rate 0.31% among 370,000 | TR-FRET, MBD2 binding to methylated oligonucleotide | Q9UBB5; in the data active = inhibition above about 13%
Target sequence (Q9UBB5 whole entry, looked up): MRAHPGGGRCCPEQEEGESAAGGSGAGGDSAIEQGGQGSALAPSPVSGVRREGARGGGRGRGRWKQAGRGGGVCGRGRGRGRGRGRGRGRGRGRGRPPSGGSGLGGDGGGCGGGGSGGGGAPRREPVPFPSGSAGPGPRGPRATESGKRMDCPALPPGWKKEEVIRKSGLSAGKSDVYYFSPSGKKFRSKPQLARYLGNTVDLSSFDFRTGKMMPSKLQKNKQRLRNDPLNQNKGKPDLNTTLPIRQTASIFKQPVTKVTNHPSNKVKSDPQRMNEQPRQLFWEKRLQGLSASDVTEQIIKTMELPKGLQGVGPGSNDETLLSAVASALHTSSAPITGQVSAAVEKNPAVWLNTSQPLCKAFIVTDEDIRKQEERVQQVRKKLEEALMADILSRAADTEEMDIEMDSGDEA
* marks the source's active call; other numbers are inactive results; · = not tested or not shown.

SMILES	PG9 Ab binder	LEDGF integ inh	PRMT1 FP inh	HTRA1 inh	NR1D1 modulator	rCAG RNA binder	TCR CD3 inh	UHRF1 MBD2 ctr	ABHD4 inh	MBD2 DNA inh
C[C@H](c1ccccc1)N1C[C@@H](COCc2ccccc2)Oc2cc(N3CCC[C@@H]3CO)ccc2S1(=O)=O	-0.2	-3	9	·	10	9	-2	2	-18	3
CCOC(=O)C1CCN(C(=O)c2cc3ccccc3oc2=O)CC1	-1.2	1	3	-2	1	0	5	-1	10	-3
Cc1cc(=O)oc2cc(OCc3c(F)cccc3Cl)ccc12	1.3	7	-1	·	3	3	-5	0	3	0
Cc1ccc2c(c1)sc1nncn12	-0.3	-2	3	3	-3	0	-10	13	-1	5
O=C(C1CCC(=O)N1Cc1cccs1)N1CCOCC1 (stereo unspecified)	1.1	0	-2	2	·	-2	4	0	1	3
O=C(COC(=O)c1cccc(S(=O)(=O)N2CCCC2)c1)Nc1ccccc1C(F)(F)F	1.3	-1	0	-5	-1	-11	-8	1	0	-3
Cc1ccc(/C=C2/SC(=S)N(CCC(=O)NCCCN3CCOCC3)C2=O)cc1	-3.8	6	-2	-4	10	-6	1	-9	-34	3
O=C(/C=C/c1ccc(-c2ccccc2)cc1)NCc1cccnc1	-1.1	2	8	-12	2	3	-14	-1	-4	4
C=CCNC(=S)N1CCC(C(=O)c2ccc3c(c2)OCCO3)CC1	0.6	-2	4	-5	-4	-4	-4	8	-1	3
O=C(/C=C/[C@H]1O[C@@H](n2ccc(=O)[nH]c2=O)[C@H](O)[C@@H]1O)NCc1cccnc1	-0.2	0	0	·	-1	3	3	-1	8	-5
CC(C)(C)S(=O)(=O)c1cnc(N2CCCCC2)nc1N	0.7	3	2	5	6	1	-1	-1	4	-1
COc1cc(OC)c(NC(=S)Nc2cc(Cl)cc(Cl)c2)cc1Cl	-0.4	1	0	-1	2	12	4	0	1	-3
O=[N+]([O-])c1ccc(/C=N/N2CCCCC2)cc1	0.3	-4	3	9	3	-3	-10	-2	-4	1
COc1ccccc1Cc1c(-c2ccc(F)cc2)nc2ccc(Br)cn12	0.4	0	7	·	1	22	0	1	-9	-5
O=S(=O)(Nc1ccc(S(=O)(=O)N2CCCC2)cc1)c1ccccc1Br	-1.2	3	1	1	3	7	-1	-1	-8	3
Cn1c(=O)oc2cc(S(=O)(=O)N3CCCC(C(=O)Nc4nccs4)C3)ccc21 (stereo unspecified)	-1.9	0	-5	6	0	5	4	-1	-4	6
Cc1cccc(N2CC(O)=C(c3nc4ccccc4n3C)C2=N)c1	-0.8	-5	2	-3	4	-3	5	0	3	-3
O=C(CSc1nnc(CNC(=O)c2c(F)cccc2Cl)o1)NCc1ccccc1	-1.4	-2	1	0	-7	3	1	-1	1	-2
O=C(NNC(=O)c1ccc[nH]1)c1cccc(C(F)(F)F)c1	0.0	-1	-3	-1	-6	0	-4	-1	3	4
CN(C(=O)c1ccc(NC(=O)Cc2ccc(NC(=O)C3CCCN(C(=O)CCc4ccccc4)C3)cc2)cc1)C1CCCC1 (stereo unspecified)	-1.4	-3	1	-41	5	12	3	0	-9	1
O=C(Nc1ccc(Br)cn1)c1cccc2ccccc12	-0.9	4	1	-12	2	6	2	-2	0	-1
Cc1ccccc1C(=O)NC(=S)Nc1ccccc1N1CCCC1	-3.3	3	15	-1	5	3	-2	-7	22	-5
Cc1ccc(S(=O)(=O)N(c2cccc(C)c2)C2CCS(=O)(=O)C2)cc1 (stereo unspecified)	-0.2	1	-1	0	-1	-2	4	4	4	0
O=C1c2ccccc2CN1CCNC(=S)NC1CCCCC1	-1.4	2	0	3	1	-3	4	0	-3	-2
CCOC(=O)N1CCN(C(=O)c2ccc3c(=O)n(CCc4ccc(OC)c(OC)c4)c(=O)[nH]c3c2)CC1	-2.3	-1	-1	1	-4	-3	-2	0	1	3
Cc1ccc(N(CC(=O)N2CCCCCC2)S(=O)(=O)c2ccccc2)cc1	-0.4	4	0	2	-6	-1	-1	1	0	2
CCOC(=O)c1cccnc1SCC(=O)Nc1ccc(C)cc1	-0.4	-3	-1	-7	-5	3	4	-2	-2	0
CC(C)C(=O)Nc1ccc2c(c1)nc(CCN1CCN(c3ccccc3)CC1)n2C	-2.7	5	-10	1	1	-4	-4	-1	3	-3
Cc1ccc2c(c1)N(CC(=O)NC1CCCC1)C(=O)c1cccnc1O2	-1.3	1	-8	5	-4	-3	6	3	2	5
COc1cc(C(=O)OCC(=O)c2c[nH]c3ccccc23)ccc1OCC(=O)N1CCOCC1	0.0	-2	3	-41	0	14	-1	4	-6	-2
CCc1nc2ccc(C(=O)NCCOc3ccc(OC)cc3)cn2c1N(CCC(C)C)CCN(C)C	-0.2	-2	1	·	7	1	-6	1	10	1
C=CCc1ccc(OCc2ccc(C(=O)Nc3ccc(NC(C)=O)cc3)o2)c(OC)c1	0.0	-3	2	-18	-4	6	2	-1	-11	-2
COc1ccc(S(=O)(=O)N2CCCN(CC(=O)Nc3ccc(NC(C)=O)cc3)CC2)cc1	0.5	0	-2	-3	2	-2	-14	4	-3	-1
O=C(CN1CCOCC1)Nc1cccc([N+](=O)[O-])c1	-0.9	0	-3	0	1	-1	5	-2	-3	-2
CCOC(=O)Nc1sc(C)c(C)c1C(=O)OCC	-2.6	-2	-1	-3	-3	-1	10	2	1	1
CCOC(=O)[C@H]1[C@H]2COc3ccccc3[C@@H]2N2C(=O)c3ccc(C)cc3NC(=O)[C@@]12C	-1.2	-2	-1	-10	-7	-4	-2	-2	-1	-3
CC(=O)O[C@H]1CSC[C@H]1NC(=O)c1ccccc1	-1.1	-1	0	0	-1	0	7	0	-2	-2
O=C1CC(=Nc2ccccc2)NN1c1ccccc1	-2.0	-3	-3	1	-2	19	-6	-2	12	1
COc1ccccc1CN(C)C(=O)c1cccc(S(=O)(=O)N2CCCC2)c1	-0.8	2	0	3	-2	-6	-3	-3	0	1
CN(Cc1ccccc1)C1CC(=O)N(c2ccc(C(=O)O)cc2)C1=O (stereo unspecified)	-2.1	-1	19	7	2	1	3	1	3	-3
Cc1ccc2[nH]c3c(NCc4ccco4)ncnc3c2c1	1.8	-2	1	-5	-1	8	0	1	11	1
NNC(=O)CNC(=O)CNS(=O)(=O)c1ccccc1	-0.5	2	-3	1	-2	1	0	0	-2	-4
CCN(CC)S(=O)(=O)c1ccc(OCC(=O)NCc2ccco2)cc1	-1.3	5	1	3	4	0	8	-2	-9	-2
O=C(COC(=O)c1sc2ccccc2c1Cl)NC1CCCCC1	-2.2	0	1	1	-5	1	3	-1	7	2
Cc1ccccc1C(=O)NC1CCN(CC(=O)Nc2ccc3c(c2)OCCO3)CC1	-1.6	0	3	9	-2	-5	-1	5	6	0
CCCCc1nc2ccccc2n1Cc1nnc2n1-c1ccccc1SC2	0.6	-1	-3	0	-2	1	2	1	0	-1
COc1ccc2c(=O)c(-c3ccc(OC)c(OC)c3)coc2c1	0.6	2	-7	-3	-3	-2	2	-1	-5	3
COc1ccc(-c2nc(C)ncc2-c2ccc(Cl)cc2)c(O)c1	1.0	-1	-5	-3	3	-2	0	1	-2	3
COC(=O)c1c(/N=C/N(C)C)sc2c1CCN(c1ncc(C(F)(F)F)cc1Cl)C2	0.5	2	3	-13	-3	6	-7	0	-3	2
COC(=O)[C@@]12C[C@@H](CC(=O)N3CCCC3)C(=O)N(Cc3ccccc3)C1=CCC(C)(C)C2	0.6	3	-5	·	0	-2	3	-3	4	-7

Next part
SMILES	PG9 Ab binder	LEDGF integ inh	PRMT1 FP inh	HTRA1 inh	NR1D1 modulator	rCAG RNA binder	TCR CD3 inh	UHRF1 MBD2 ctr	ABHD4 inh	MBD2 DNA inh
CCOc1ccc2nc(SCC(=O)NCc3ccccc3OC)[nH]c2c1	-0.4	0	-1	-9	0	4	4	-3	8	-5
Cc1ccc(NC(=S)NCc2ccc(S(N)(=O)=O)cc2)c(C)c1	-1.9	4	6	6	5	3	7	-1	-5	1
Cc1cc(C)n(Cc2cccc(C(=O)N/N=C/c3ccncc3)c2)n1	-1.8	0	-1	0	2	0	12	-3	-3	-2
O=C(O)CCC(=O)NNC(=O)c1cccc(Cl)c1	-1.0	-1	2	7	1	1	-11	6	2	5
O=C(CSc1nnc(CNC(=O)c2c(F)cccc2F)o1)NCc1ccc2c(c1)OCO2	-2.4	0	-5	13	1	1	5	-1	-3	-5
COC(=O)[C@H](CC1(c2cn(S(=O)(=O)CC[Si](C)(C)C)c3ccccc23)C(=O)Nc2ccccc21)NC(=O)OC(C)(C)C (stereo partly specified)	·	-8	3	·	0	·	·	4	-21	0
CCOC(=O)N1CCC(NC(=O)c2cc3ccccn3n2)CC1	-0.9	3	-5	-2	6	1	-2	1	0	1
CC[C@]12c3[nH]c4ccccc4c3CCN1C(=O)C(CC(=O)NCCCN(C)C)C[C@@H]2C(=O)N1CCN(C(=O)c2ccco2)CC1 (stereo partly specified)	-0.8	0	1	-6	2	4	-13	0	-1	8
Cc1[nH]n(-c2c(Cl)cc(Cl)cc2Cl)c(=O)c1C=Nc1ccc(S(=O)(=O)N2CCOCC2)cc1	-2.1	2	2	-1	9	3	2	-4	-2	-5
O=C(CSc1nnc(CNC(=O)c2cccs2)o1)Nc1ccc2c(c1)OCO2	0.3	2	1	9	0	8	-1	-3	6	1
Cc1cc(=O)n2c3c(c4c(cc13)c(CN(C)C)cc(=O)n4C)OC2	-12	2	4	6	-8	-1	-3	16	9	9
O=C(O)c1ccn(COc2ccc(Br)cc2)n1	0.2	-2	1	-1	-1	2	-1	-1	0	1
O=C(OCC(=O)N1CCc2ccccc21)c1ccc(Cl)nc1	1.1	-3	-3	-3	-5	2	0	0	0	2
Cc1ccc(C(C)C)c(OCCCN2CCc3ccccc3C2)c1	0.8	-2	4	1	-5	-7	-4	2	0	4
COc1ccc(O)c(C(=O)c2cnc3c(c2)c(-c2ccc(F)cc2)c(C#N)c(=O)n3C)c1	1.0	0	0	-21	-5	13	1	-1	7	-3
O=C(NCCO)/C(=C/c1ccco1)NC(=O)c1ccco1	-3.2	0	2	-2	-9	-2	-3	-6	3	2
COc1cc(CC(=O)N2CCN(C(=O)C3CCCO3)CC2)cc(OC)c1OC (stereo unspecified)	-0.8	-2	3	11	1	0	1	-1	1	-7
O=C(COC(=O)c1ccc(OC(F)(F)F)cc1)Nc1ncccn1	-2.6	2	-1	-2	-12	2	-4	1	4	1
CC(c1ccccc1)N1CC(C(=O)N2CCN(Cc3ccc(C#N)cc3)CC2)CC1=O (stereo unspecified)	-1.9	3	-6	-1	11	-5	5	2	-3	-4
O=C1CC(c2ccc(Cl)cc2)CC(O)=C1C=NCCN1CCNCC1 (stereo unspecified)	1.6	0	0	·	3	-5	-4	2	-2	6
COc1ccc(-n2nc3ccc(N)cc3n2)cc1Cl	1.3	2	10	0	4	19	3	-1	-19	8
CCCCOC(=O)CSc1nc2c(c(=O)[nH]c(=O)n2C)n1C/C=C(\C)Cl	-3.6	2	3	1	5	2	9	4	0	4
COc1ccc(C2C(C(=O)Nc3cc(C)on3)c3ccccc3C(=O)N2C)cc1OC (stereo unspecified)	-0.8	-2	0	-9	2	-4	-7	2	2	-1

These rows are one share of the data. The share of hits here may be higher or lower than overall.
